NPSR antagonist: neuropeptide S receptor (human) antagonism, cAMP | 220,000 tested, 1% active | Potency, µM (highest dose often 38.3 µM), for inactives: top-dose activity change, negative = inhibition, usual class: inhibitors | AID 1461 | CHO-NPSR cells, cAMP TR-FRET, antagonist mode | Q6W5P4; note: % is set by controls: 0 for no effect and ±100 for the full control effect; nearly all actives have a fitted effect of over 50% in size; many of its hits are not listed in these tables
GoLoco inh red: blocks human Gai1 binding to RGS12 GoLoco peptide, red readout | 230,000 tested, 0.44% active | Gai1:RGS12 GoLoco peptide FP, rhodamine, 10 min | Potency, µM (series often up to 61.6 µM), inactives show at the top dose activity, negative = inhibition, usual class: inhibitors; active = well fitted inhibition curve with a large enough effect, not every such curve was filed as active; inactive = no such curve, though single readings can be large or run the other way; note: % is set by controls: 0 for no effect and ±100 for the full control effect; nearly all actives have a fitted effect of over 30% in size; many of its hits are not listed in these tables
Epigenetic derep: epigenetic control regulation, reporter derepression; Potency, µM (doses to about 53.9 µM), inactives show top-dose GFP activation, usual class: activators; murine LDR cells, GFP reporter derepression, 30 h; AID 1865; 280,000 tested, 0.2% active; note: % of control where 0% means no effect; nearly all actives have a fitted effect of over 60% in size
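Murine LDR cells carrying a silenced, genomically integrated CMV-driven GFP reporter were exposed to compound for 30 hours at 37 C. After PBS washes, GFP-positive cells (20–120 um objects) were counted by laser-scanning microplate cytometry.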
SMN2 splice up: SMN2 splice variant enhancement; Potency, µM (series often up to 46.1 µM), for the others: at the top dose activity change, positive = activation, actives largely listed as activators; 210,000 tested, 2.8% active; HEK293 SMN2-luciferase splicing reporter, luminescence, 30-36 h; note: % of control where 0% means no effect; nearly all actives have a fitted effect of over 55% in size
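HEK293 cells carry an SMN2 minigene-luciferase reporter in which exon 7 inclusion puts luciferase in frame. Cells were seeded at 2000 cells/well, attached for 10-12 hours, then exposed to compounds for 30-36 hours at 37C before ONE-Glo luminescence.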
IMPase Li inh: cell-permeable IMPase inhibitors with lithium potentiation | CHO-M1 cells, IP1 TR-FRET (IP-One), carbachol + lithium | 210,000 tested, 0.35% active | AID 1457 | Potency, µM (doses to about 59.4 µM), for the others: top-dose activity, negative = IMPase inhibition, hits mostly inhibitors;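 note: IP1 builds up when IMPase is blocked and the TR-FRET signal falls; plate controls were basal vehicle for no effect and high inhibitor control for full effect; nearly all actives have a fitted effect of over 50% in size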
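IP1 accumulation measured by competitive TR-FRET in lysed CHO-M1 cells after 30 min compound exposure at 37C, with a small lithium addition to potentiate weak responses. Hill-equation AC50 from ratio and donor-channel data.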
RECQ1 inh: RECQ1 (human) helicase inhibition; P46063; RECQ1 DNA unwinding, red fluorescence kinetic read; Potency, µM (series often up to 57.3 µM), inactives show at the top dose activity, negative = inhibition, hits mostly inhibitors; 240,000 tested, 0.54% active;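 note: plate controls were vehicle for no effect and no enzyme for full effect; nearly all actives have a fitted effect of over 30% in size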
Target sequence (P46063 whole entry, looked up): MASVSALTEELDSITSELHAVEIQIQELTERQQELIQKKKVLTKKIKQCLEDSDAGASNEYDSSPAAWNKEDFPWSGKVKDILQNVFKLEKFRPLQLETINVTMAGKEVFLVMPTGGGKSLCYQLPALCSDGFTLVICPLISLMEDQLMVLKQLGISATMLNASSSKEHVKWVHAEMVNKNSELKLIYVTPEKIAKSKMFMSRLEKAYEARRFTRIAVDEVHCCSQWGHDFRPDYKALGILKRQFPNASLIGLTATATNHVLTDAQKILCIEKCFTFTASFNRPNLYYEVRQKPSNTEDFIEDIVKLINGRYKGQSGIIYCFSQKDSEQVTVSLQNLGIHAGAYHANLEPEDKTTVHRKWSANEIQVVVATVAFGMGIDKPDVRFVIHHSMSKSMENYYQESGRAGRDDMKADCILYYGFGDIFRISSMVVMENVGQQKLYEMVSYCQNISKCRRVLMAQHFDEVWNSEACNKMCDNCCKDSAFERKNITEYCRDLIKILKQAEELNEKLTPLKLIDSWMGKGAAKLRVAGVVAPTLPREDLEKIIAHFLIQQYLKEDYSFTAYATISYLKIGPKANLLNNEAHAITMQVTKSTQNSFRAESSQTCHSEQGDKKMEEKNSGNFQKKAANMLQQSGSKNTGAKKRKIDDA
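50 nM RECQ1T1 preincubated 15 min with compound in Tris pH 8.0 buffer with MgCl2, DTT, Tween-20 and 2.5 ug/ml poly(dI-dC); started with 200 nM TAMRA/BHQ-2 forked duplex and 2 mM ATP. Unwinding read as fluorescence (525/598 nm), two reads 2 h apart.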
KinaseGlo FLuc: Kinase-Glo luciferase inhibition (counter-screen); Kinase-Glo luciferase, ATP luminescence, 8 min; 200,000 tested, 0.28% active; Q27757; Potency, µM (highest dose often 38.3 µM), without a hit: at the highest dose activity change, negative = inhibition, usual class: inhibitors; note: % is set by controls: 0 for no effect and ±100 for the full control effect; nearly all actives have a fitted effect of over 60% in size
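Compounds were added to a substrate mix at pH 7.2 (50 mM imidazole, 10 uM ATP, within the enzyme's linear range), followed by Kinase-Glo detection reagent; luminescence was measured after 8 minutes at ambient temperature.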
KDM4E inh: inhibitors of human JMJD2E histone demethylase; B2RXH2; JMJD2E catalytic domain, FDH-coupled NADH fluorescence (FDH is formaldehyde dehydrogenase); Potency, µM (highest dose often 57.1 µM), for the others: top-dose activity change, negative = inhibition, most hits filed as inhibitors; 230,000 tested, 1.6% active; AID 2147; active = well fitted inhibition curve with a large enough effect, not every such curve was filed as active; inconclusive = small, poorly fitted or top-dose-only effect, or another doubt; inactive = no such curve, though single readings can be large or run the other way;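 note: 0% = wells with enzyme and -100% = buffer wells without enzyme; nearly all actives have a fitted effect of over 50% in size; many of its hits are not listed in these tables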
Target sequence (B2RXH2 1-337 limits assumed): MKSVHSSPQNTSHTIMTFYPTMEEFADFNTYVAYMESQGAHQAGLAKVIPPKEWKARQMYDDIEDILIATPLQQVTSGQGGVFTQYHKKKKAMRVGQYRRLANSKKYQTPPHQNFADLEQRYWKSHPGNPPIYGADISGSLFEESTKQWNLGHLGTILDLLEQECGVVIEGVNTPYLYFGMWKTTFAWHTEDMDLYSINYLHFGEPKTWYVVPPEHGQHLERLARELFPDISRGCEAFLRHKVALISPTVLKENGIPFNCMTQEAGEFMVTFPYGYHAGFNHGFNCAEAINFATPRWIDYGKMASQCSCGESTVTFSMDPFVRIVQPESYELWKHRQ
An asterisk follows results filed as active; i = inactive; ? = inconclusive; . = not tested or not shown; & = joins results of further samples; [ ] = another dose, or the depositor's remark. Unless noted, calls come from the whole dose curve; as a rule, active = well fitted curve in the direction sought with a large enough effect; inconclusive = small, poorly fitted or top-dose-only effect, or another doubt; inactive = no such curve, though single readings can be large; an effect the other way counts as inactive or inconclusive. Potency is the fitted concentration of half-maximal effect. An excerpt. The share of hits here may be higher or lower than overall.

Fields – NPSR antagonist, GoLoco inh red, Epigenetic derep, SMN2 splice up, IMPase Li inh, RECQ1 inh, KinaseGlo FLuc, KDM4E inh
O=C(c1csc2c1CCCC2)N1CCN(c2ccccc2)CC1
 : ?, -4%, 2.8%, -12%, -4%[38.3 µM], ?, -3%, -6%
CC(NC(=O)C1CCCN(S(=O)(=O)c2cnc[nH]2)C1)c1ccccc1 (stereo not given)
 : 1%[46.1 µM], 12%, -1.4%, 6%, -5%[38.3 µM], -7%, -4%, 1%
C#CCn1c(=NC(=O)c2ccc(Cl)s2)sc2cccc(OC)c21
 : -5%[46.1 µM], -6%, 2.3%, 3%, -5%[38.3 µM], -2%, 4%, ?
CCCCNC(=O)N1CCN(Cc2cccc(F)c2)CC1
 : -12%, 3%, 0.0%, ., 0%, i, 3%, 8%
COc1ccccc1-n1cnnc1SCC(=O)Nc1nc(C)c(Cl)cc1Cl
 : -12%[46.1 µM], 8%, -0.9%, -6%, -3%, -3%, 1%, 5%
CCC12CN3CCN(CC(C3)/C1=N\NC(=O)c1ccc(Cl)cc1)C2
 : 21%, 0%, -0.6%, -4%, 2%, -6%, 0%, 50%[activator]
N=C(N)SCc1ccc(O)c([N+](=O)[O-])c1
 : ?, 7%, 1.2%, ., ., -8%, ., -12%
COc1ccc(OC)c2sc(NC(=O)c3ccc(S(=O)(=O)N(C)C)cc3)nc12
 : -7%[46.1 µM], 6%, 3.7%, -11%, 5%[38.3 µM], -4%, 5%, -1%
Cc1ccc(S(=O)(=O)Oc2ccc(C)cc2/C=N/N=C2\NC(=O)C(C)S2)cc1 (stereo not given)
 : -4%[46.1 µM], 0%, 0.0%, -8%, 8%, i, -1%, 2%
c1cnc2c(c1)ccc1cccnc12
 : 5%[46.1 µM], 6%[14.2 µM], 1.0%&7.5%&1.9%, -35%[inhibitor][9.22 µM], 6%&-2%&-2%&4%&3%, -5%&-3%&6%&-6%, 0%[7.66 µM], 25µM*
Cc1ccc(/C=N/NC(=S)NC2CCS(=O)(=O)C2)cc1 (stereo not given)
 : -5%[46.1 µM], 7%, 0.0%, 2%, -8%, 0%, 5%, 0%
CCC(C)NC(=O)CN(c1ccc2c(c1)OCO2)S(=O)(=O)c1c(C)n[nH]c1C (stereo not given)
 : 1%[46.1 µM], 6%, -1.0%, -23%, 11%[38.3 µM], -4%, -1%, 3%
O=C(O)Cc1nn(Cc2ccc(Br)cc2F)c(=O)c2ccccc12
 : ., 2%, 0.5%, ., 5%, i, 0%, -7%
COc1ccc(NC(=S)Nc2ccccc2C(F)(F)F)cc1
 : 4%, 19%, -0.1%, -11%, 4%, i, 0%, -1%
Cc1ccc(-c2noc(CCCN3C(=O)c4ccccc4C3=O)n2)cc1
 : -10%[46.1 µM], 2%, 0.0%, -3%, -6%[38.3 µM], -1%, 0%, 1%
CCOC(=O)c1ccc2c(c1)nc(SCC(=O)N1CCCCC1)n2CC
 : ?, 6%, -1.6%, -1%, ?, -11%, 7%, -16%
Cc1cccc(OCC(O)CN2C(C)(C)CC(O)CC2(C)C)c1 (stereo not given)
 : 8%[46.1 µM], -6%, 0.0%, -8%, -1%[38.3 µM], i, 2%, 8%
CCn1c(NCc2cc(OC)ccc2OC)nc2ccccc21
 : 1%[46.1 µM], 11%, 0.9%, 4%, 5%[38.3 µM], i, -1%, 5%
COc1ccc(Cl)cc1-n1c(C)cc(C(=O)OCC(=O)N2CC(=O)Nc3ccccc32)c1C
 : -24%, 7%, -1.5%, -8%, 11%, -10%, -2%, 1%
c1ccc(CN2CCC3(CCCc4ccccc43)CC2)cc1
 : -14%[46.1 µM], 7%, -2.3%, -29%, 25%, -5%, -2%, -6%
CCN(CC)c1ccc(N2C(=O)/C(=C\c3cccs3)SC2=S)cc1
 : 11%[46.1 µM], 9%, 0.0%, 5%, 29%[38.3 µM], i, 20%, 5%
Cn1c(=O)cc(OCC(=O)Nc2ccccn2)c2ccccc21
 : -1%[46.1 µM], -6%, 0.0%, 2%, -119%[38.3 µM], -3%, 7%, 4%
COc1cc(/C=N/Nc2nc3ccccc3s2)cc([N+](=O)[O-])c1O
 : ?, 5%, -1.3%, ., ., 7%, ., -3%
O=C(NNC1CC(=O)N(c2ccc(Cl)cc2)C1=O)c1ccccc1Cl (stereo not given)
 : 8%, 4%, -1.1%, -1%, 2%, i, -2%, -4%
CCN1CCN(CC(=O)Nc2sc3c(c2C#N)CCC3)CC1
 : 15%, 41%[activator], 3.0%, -33%[inhibitor], -9%, 11%, -1%, 0%
CCCCOC(=O)c1ccc(NC(=O)C(=O)NCc2ccncc2)cc1
 : -14%[46.1 µM], 11%, 0.0%, -28%, 10%, -4%, -1%, 6%
O=S(=O)(Nc1nc2ccccc2nc1Nc1cccc(S(=O)(=O)N2CCCCC2)c1)c1ccccc1
 : ?, -12%, 0.0%, -81%[inhibitor], 9%, ?, 2%, ?
C[C@]12CCC3c4ccc(O)cc4CCC3C1CC(O)C2O (stereo not given in full)
 : ., 2%, -0.5%, 6%, -17%, -11%, 2%, 5%
Clc1cccc(OCc2nc(-c3ccncc3)no2)c1
 : -11%, 7%, -1.2%, 15%, 0%, i, 2%, 0%
COc1ccc(/C=C/C(=O)OCC(=O)Nc2cc(C(N)=O)cc(C(N)=O)c2)cc1
 : 11%, 2%, -0.9%, -4%, -4%, i, 2%, ?

Entries listed so far containing an NH in an aromatic ring (2):
Fields – NPSR antagonist, GoLoco inh red, Epigenetic derep, SMN2 splice up, IMPase Li inh, RECQ1 inh, KinaseGlo FLuc, KDM4E inh
CC(NC(=O)C1CCCN(S(=O)(=O)c2cnc[nH]2)C1)c1ccccc1 (stereo not given)
 : 1%[46.1 µM], 12%, -1.4%, 6%, -5%[38.3 µM], -7%, -4%, 1%
CCC(C)NC(=O)CN(c1ccc2c(c1)OCO2)S(=O)(=O)c1c(C)n[nH]c1C (stereo not given)
 : 1%[46.1 µM], 6%, -1.0%, -23%, 11%[38.3 µM], -4%, -1%, 3%

Four of the compounds above, as labelled records:
COc1cc(/C=N/Nc2nc3ccccc3s2)cc([N+](=O)[O-])c1O
  NPSR antagonist = ?	GoLoco inh red = 5%	Epigenetic derep = -1.3%	SMN2 splice up = .	IMPase Li inh = .	RECQ1 inh = 7%	KinaseGlo FLuc = .	KDM4E inh = -3%

O=C(NNC1CC(=O)N(c2ccc(Cl)cc2)C1=O)c1ccccc1Cl (stereo not given)
  NPSR antagonist = 8%	GoLoco inh red = 4%	Epigenetic derep = -1.1%	SMN2 splice up = -1%	IMPase Li inh = 2%	RECQ1 inh = i	KinaseGlo FLuc = -2%	KDM4E inh = -4%

CCN1CCN(CC(=O)Nc2sc3c(c2C#N)CCC3)CC1
  NPSR antagonist = 15%	GoLoco inh red = 41%[activator]	Epigenetic derep = 3.0%	SMN2 splice up = -33%[inhibitor]	IMPase Li inh = -9%	RECQ1 inh = 11%	KinaseGlo FLuc = -1%	KDM4E inh = 0%

CCCCOC(=O)c1ccc(NC(=O)C(=O)NCc2ccncc2)cc1
  NPSR antagonist = -14%[46.1 µM]	GoLoco inh red = 11%	Epigenetic derep = 0.0%	SMN2 splice up = -28%	IMPase Li inh = 10%	RECQ1 inh = -4%	KinaseGlo FLuc = -1%	KDM4E inh = 6%

(next part)
Fields – NPSR antagonist, GoLoco inh red, Epigenetic derep, SMN2 splice up, IMPase Li inh, RECQ1 inh, KinaseGlo FLuc, KDM4E inh
O=C(NCc1ccc(F)cc1)c1ccc(S(=O)(=O)Nc2cccc(C(F)(F)F)c2)cc1
 : -38%, 1%, -1.3%, -28%, 15%, -9%, -7%, 3%
Cc1onc(C(=O)N2CCN(c3ccccc3F)CC2)c1-c1ccccc1Cl
 : -3%, 1%, 1.0%, -34%, 15%, -4%, 2%, 4%
O=C(NC1CCN(Cc2ccccc2)CC1)C1CCCN(c2nnc(-n3cccc3)s2)C1 (stereo not given)
 : -4%[46.1 µM], 11%, -0.8%, -29%, 44%[activator][38.3 µM], i, -2%, -4%
CC(=O)N1c2ccc(Cl)cc2C2OCCC2C1c1ccco1 (stereo not given)
 : -20%, 4%, 0.5%, ., ., -9%, ., 7%
C=CCNC(=O)Nc1ccc(OCC)cc1
 : 13%[46.1 µM], 2%, 0.0%, 8%, 17%[38.3 µM], -1%, -4%, -2%
Cc1cc(=O)oc2cc(NC(=O)c3cc([N+](=O)[O-])ccc3N3CCOCC3)ccc12
 : -19%, 20%, -3.0%, ?, ?, -7%, 2%, 2%
CC(C(=O)N1CCN(C=O)CC1)N1C(=O)c2ccccc2C1=O (stereo not given)
 : 4%[46.1 µM], ., -0.1%, ., ., -5%, ., -3%
O=c1c2ccc(Cl)cc2[nH]c(=S)n1Cc1cccnc1
 : -18%[46.1 µM], 5%, -1.1%, -11%, -10%[38.3 µM], -11%, -2%, 6%
CC(Sc1ccc2ccccc2n1)C(=O)O (stereo not given)
 : ?, 2%, -1.0%&-1.2%, 8%, 8.9µM*, 1%, -4%, ?
Cc1ccc(CNC(=O)NCc2ccccc2)cc1
 : -1%, 2%, 1.1%, ?, 4%, -4%, 0%, 5%
Cc1ccc(/C=C/C(=O)NCc2ccco2)o1
 : 6%, -6%, 2.0%, -3%, -4%, -15%, 1%, -30%
COc1ccc(S(=O)(=O)N2CCC(N3CCN(c4ccccc4)CC3)CC2)cc1
 : 6%[46.1 µM], 5%, -1.8%, 23%, -14%[38.3 µM], -3%, 0%, 2%
O=C1CC(c2cccc([N+](=O)[O-])c2)c2ccc3ccccc3c2N1 (stereo not given)
 : -17%[46.1 µM], -5%, -1.2%, -33%[inhibitor], 13%[38.3 µM], -8%, -5%, 0%
O=C(CSc1n[nH]c(=O)[nH]c1=O)Nc1ccc(C(=O)O)cc1
 : 5%, -5%, 0.9%, 5%, 0%, i, 3%, 8%

Screening data: PubChem BioAssay, National Center for Advancing Translational Sciences (NCATS)
